D3 ag: qHTS of D3 Dopamine Receptor Agonist: qHTS; AID 652048, 2013; D(3) dopamine receptor (Homo sapiens), P35462; actives 0.58% (n = 410,000); max activation, %; D3R DiscoveRx beta-arrestin cells, luminescence, 90 min; in the data active = max activation above about 30%; note: 0% is about no effect; mostly tested at two doses, the higher about 12 µM
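Agonist mode: compounds and dopamine controls were applied to plated cells for 90 min at 37 degrees C after an overnight attachment at 1500 cells/well. Luminescent read-out followed 30 - 60 minutes at room temperature with DiscoveRx detection reagent.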
GLP1R ag: qHTS of GLP-1 Receptor Agonists | Glucagon-like peptide 1 receptor (Homo sapiens), P43220 | HEK293 GLP-1R CRE-luciferase, luminescence, 4-6 h; cells express a hypersensitive GLP-1R form | Potency, µM (series often up to 45.6 µM), without a hit: top-dose activation, usual class: activators | actives 0.007% (n = 380,000); note: potency is the fitted concentration of half-maximal effect; % of control where 0% means no effect
Target sequence (P43220 whole entry, looked up): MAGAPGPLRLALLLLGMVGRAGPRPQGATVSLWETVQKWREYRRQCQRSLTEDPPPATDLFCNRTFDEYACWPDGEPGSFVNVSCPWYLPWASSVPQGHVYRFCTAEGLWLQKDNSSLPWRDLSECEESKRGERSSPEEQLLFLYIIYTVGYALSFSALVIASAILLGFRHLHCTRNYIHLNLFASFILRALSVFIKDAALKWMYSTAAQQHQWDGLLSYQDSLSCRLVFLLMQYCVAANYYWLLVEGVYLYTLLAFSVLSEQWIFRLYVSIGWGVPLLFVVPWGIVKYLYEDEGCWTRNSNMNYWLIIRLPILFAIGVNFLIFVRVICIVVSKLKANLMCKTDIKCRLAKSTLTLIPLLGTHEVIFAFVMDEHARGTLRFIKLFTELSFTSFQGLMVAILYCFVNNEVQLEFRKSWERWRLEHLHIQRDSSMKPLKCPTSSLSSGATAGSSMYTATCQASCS
HEK293 tox: qHTS of GLP-1 Receptor Inverse Agonists: Cytotox Screen; HEK293 cAMP-luciferase reporter cells, luminescence, 24 h; Potency, µM (series often up to 38.3 µM), for inactives: top-dose activity change, negative = inhibition, actives largely listed as inhibitors; actives 0.13% (n = 410,000);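 note: loss of luciferase light is scored as toxicity; potency is the fitted concentration of half-maximal effect; % is set by controls: 0 for no effect and ±100 for the full control effect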
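Luminescence readout: signal drop marks cytotoxicity. Plated cells grew 12 h at 37 °C, 5% CO2, received 23 nL compound for 24 h, then got luciferase reagent, read after 12 min at RT.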
IL2 activator: qHTS of IL-2 Activators; AID 652025, 2013; IL-2 activation reporter assay, cell-based qHTS; stimulated with anti-CD3/CD4/CD28 beads; in transgenic mouse T cells; actives 0.065% (n = 360,000); activation, % (series mostly up to about 46 µM); in the data active = activation above about 50%; inconclusive = mostly about 30% to 49%; note: 0% is about no effect
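Unstimulated transgenic mouse T cells, 750 per well, received compound and, after 60 minutes, anti-CD3/anti-CD4 bead plus anti-CD28 stimulation. EGFP and DsRed were quantified after 18 hours.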
GLP1R inv ag: qHTS of GLP-1 Receptor Inverse Agonists (Inhibition Mode) | HEK293 GLP-1R CRE-luciferase, luminescence, 24 h; GLP-1R form is constitutively active | Glucagon-like peptide 1 receptor (Homo sapiens), P43220 | Potency, µM (highest dose often 38.3 µM), for the others: top-dose activity change, negative = inhibition, usual class: inhibitors | actives 1.6% (n = 410,000); note: potency is the fitted concentration of half-maximal effect; % is set by controls: 0 for no effect and ±100 for the full control effect; nearly all actives have a fitted effect of over 55% in size
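Cells are plated, allowed 12 hours at 37 deg C, then treated with compounds for 24 hr before luciferase detection reagent is added and luminescence is read after 12 min at room temperature. The HEK293 line carries constitutively active GLP-1R with a cAMP-responsive reporter.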
PLK1 PBD block: qHTS for Inhibitors of PLK1-PDB (polo-like kinase 1 - polo-box domain): Primary Screen; actives 2.8% (n = 360,000); Potency, µM, without a hit: max response, negative = inhibition, most hits filed as inhibitors; AID 720504, 2013; Plk1 PBD binding of FITC phosphopeptide, fluorescence polarization; Serine/threonine-protein kinase PLK1 (Homo sapiens), P53350; note: potency is the fitted concentration of half-maximal effect; series mostly up to about 57 µM; % is set by controls: 0 for no effect and ±100 for the full control effect; nearly all actives have a fitted effect of over 65% in size
Target sequence (P53350 whole entry, looked up, the tested form may be a part): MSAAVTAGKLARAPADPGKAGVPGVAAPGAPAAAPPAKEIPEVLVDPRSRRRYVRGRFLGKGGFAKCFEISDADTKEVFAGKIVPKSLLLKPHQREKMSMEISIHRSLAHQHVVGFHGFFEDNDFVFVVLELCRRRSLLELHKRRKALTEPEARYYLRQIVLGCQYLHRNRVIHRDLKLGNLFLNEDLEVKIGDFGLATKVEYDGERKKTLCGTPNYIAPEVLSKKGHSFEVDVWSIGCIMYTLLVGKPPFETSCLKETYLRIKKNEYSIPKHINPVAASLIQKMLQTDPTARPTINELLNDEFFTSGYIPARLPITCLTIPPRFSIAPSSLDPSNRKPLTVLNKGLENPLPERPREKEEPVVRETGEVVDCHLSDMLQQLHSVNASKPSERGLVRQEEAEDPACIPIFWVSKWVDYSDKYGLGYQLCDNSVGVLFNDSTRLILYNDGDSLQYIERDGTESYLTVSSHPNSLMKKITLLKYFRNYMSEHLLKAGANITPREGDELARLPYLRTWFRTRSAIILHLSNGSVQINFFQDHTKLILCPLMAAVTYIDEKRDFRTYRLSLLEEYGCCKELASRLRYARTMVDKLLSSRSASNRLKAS
PI5P4Ka inh: qHTS for Inhibitors of phosphatidylinositol 5-phosphate 4-kinase (PI5P4K) | Phosphatidylinositol 5-phosphate 4-kinase type-2 alpha (Homo sapiens), P48426 | PI5P4Kalpha enzyme, ADP-Glo luminescence, 60 min; active compounds read low | max response, % | actives 1.2% (n = 330,000) | AID 652105, 2013; active = max response of -50% or lower; inconclusive = between -30% and -50%; inactive = -30% or higher; note: value at the top dose of about 77 µM; % is set by controls: 0 for no effect and ±100 for the full control effect
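Reactions run in 0.038 M HEPES pH 7.4, 0.28 mM EGTA, 0.1% CHAPS and 5% DMSO, with PI5P4Kalpha, substrate, compound and 5 microM ATP final, one hour at room temperature. Readout is ADP-Glo luminescence.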
D3 antag: qHTS of D3 Dopamine Receptor Antagonist: qHTS; max response, negative = inhibition, %; AID 652054, 2013; D3R cells, DiscoveRx beta-arrestin luminescence, antagonist mode; active compounds read low; D(3) dopamine receptor (Homo sapiens), P35462; actives 2.5% (n = 360,000); in the data active = max response below about -50%; inconclusive = no clear call, values can overlap the other calls; note: % is set by controls: 0 for no effect and ±100 for the full control effect; mostly tested at two doses, the higher about 12 µM
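Cells plated overnight at 1500 cells/well, then exposed to library compounds with dopamine controls for 90 minutes at 37 degrees C. DiscoveRx reagent added for 30–60 minutes at room temperature; luminescence read, quantitative HTS format.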
WRN helicase inh: qHTS for Inhibitors of WRN Helicase. Potency, µM (series often up to 114 µM), inactives show top-dose activity change, negative = inhibition, usual class: inhibitors. WRN helicase unwinding, fluorescent forked duplex, kinetic. Bifunctional 3'-5' exonuclease/ATP-dependent helicase WRN (Homo sapiens), Q14191. actives 0.46% (n = 360,000); note: potency is the fitted concentration of half-maximal effect; % is set by controls: 0 for no effect and ±100 for the full control effect; nearly all actives have a fitted effect of over 55% in size
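WRN at 20 nM final was preincubated with compound for 15 min at room temperature; reaction started with 100 nM forked duplex oligonucleotide carrying fluorophore and quencher plus 2 mM ATP (final). Unwinding followed kinetically by red fluorescence (ex 525/em 598 nm).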
Starred values were filed as active, the others as inactive; ? = inconclusive; / = no result given; [ ] = remark or other dose. Unless noted, calls come from the whole dose curve; as a rule, active = well fitted curve in the direction sought with a large enough effect; inconclusive = small, poorly fitted or top-dose-only effect, or another doubt; inactive = no such curve, though single readings can be large; an effect the other way counts as inactive or inconclusive. Outcome played no part in choosing rows; 7.8% or so of the library scored in one or more.

Below each SMILES: D3 ag	GLP1R ag	HEK293 tox	IL2 activator	GLP1R inv ag	PLK1 PBD block	PI5P4Ka inh	D3 antag	WRN helicase inh
> COc1cc([N+](=O)[O-])cc(/C=N/NC(=O)Cn2cncn2)c1O
→ -26	1%	?	0.5	?	-10%	-4	-76*	-2%
> CCNC(=O)COC(=O)c1ccc(S(=O)(=O)N2CCCCCC2)cc1
→ 2	-6%	-8%	-1.1	0%	-1%	1	4	4%[57.1 µM]
> Fc1ccc(COc2ccccc2CNc2nn[nH]n2)cc1
→ -4	1%	-17%	-4.1	3%	-8%	2	-6	-8%
> Cc1ccc(S(=O)(=O)N2C[C@H]3[C@H]4C(=O)N(Cc5ccccc5)C(=O)[C@H]4CC(=O)[C@H]3[C@@H]2c2ccccc2F)cc1
→ 3	-2%	-8%	-0.3	-15%	-1%	0	0	-5%
> CCN1CCN(C(=O)c2ccc3c(c2)N(Cc2cc(C)ccc2C)C(=O)c2ccccc2S3=O)CC1 (stereo not given)
→ -23	-9%	-4%	/	-14%	/	/	/	/
> O=c1[nH]c(N/N=C\c2ccc3c(c2)OCO3)nc2ccccc12
→ -6	15%	-10%	-2.1	?	-10%	-13	12	-22%
> COc1ccc(Nc2sc(C(=O)c3ccc(Cl)cc3)c(N)c2C(=O)Nc2ccccc2OC)cc1
→ -2	3%	-32%	0.1	-29%	-12%	-4	-60*	-6%
> CCC(Oc1ccccc1)C(=O)Nc1ccccc1C(=O)N1CCOCC1 (stereo not given)
→ -1	13%	-2%	0.3	6%	-4%	-7	12	-14%
> Cc1c(C)c2ccc(OCC(=O)N[C@@H](Cc3c[nH]c4ccccc34)C(=O)O)cc2oc1=O
→ 12	-2%	2%	-0.1	6%	-5%	-18	16	3%
> CCn1c(C)cc2c(c1=O)C(c1ccccc1)C(C(=O)OC)=C(N)O2 (stereo not given)
→ 3	-10%	53%[activator]	-0.3	3%	-6%	/	38	1%
> N#Cc1ccccc1Sc1ccccc1C(=O)NCC(c1ccco1)N1CCCC1 (stereo not given)
→ -9	6%	0%	0.3	-22%	-10%	-10	-4	-6%
> CC(=O)Nc1ccc(S(=O)(=O)N(C)CC(=O)OCC(=O)N2CC(C)OC(C)C2)cc1 (stereo not given)
→ 12	6%	-16%	-0.8	?	-5%	-1	-7	-11%
> C[C@@H](C(=O)Nc1ccc(OC(F)F)c(Cl)c1)N1C(=O)C2CC=CCC2C1=O (stereo not given in full)
→ 4	12%	7%	-0.3	?	-6%	0	6	4%
> COc1ccc(CNC(=O)[C@@H](NC(=O)C2CCN(S(=O)(=O)c3ccc(C)cc3)CC2)C(C)C)cc1OC
→ -3	-6%	8%	0.9	6%	1%	2	7	-5%
> CC(C)CNC(=O)C1(C)CCCN1C(=O)Cc1cccc2ccccc12 (stereo not given)
→ -2	1%	5%	-0.4	-3%	-15%	2	-3	0%
> CSc1ccc(Cl)c(C(=O)OCC(=O)N(C)CCC#N)c1
→ -3	1%	9%	0.2	-3%	-4%	-1	2	7%
> C=CCN1C(=O)CSC1=Nc1ccc(C(=O)O)cc1
→ 3	-6%	2%	-2.1	25%	3%	-5	8	6%
> CCOc1ccc(CC(=O)NNC(=S)NC)cc1Br
→ 5	10%	-7%	0.1	40%[activator]	-7%	6	2	-23%
> Cc1cccc(NC(=O)CN(C)C(=O)c2ccc3ccccc3n2)c1C
→ -4	12%	-13%	-2.1	4%	3%	-2	-2	8%
> CC(O)C(NC(=O)OCc1ccccc1)C(=O)NCC(=O)NCC(=O)OCc1ccccc1 (stereo not given)
→ 5	0%	-6%	0.8	25%	-5%	1	39	-1%

Some of the entries above in a different format.
CC(C)CNC(=O)C1(C)CCCN1C(=O)Cc1cccc2ccccc12 (stereo not given)
  D3 ag: -2
  GLP1R ag: 1%
  HEK293 tox: 5%
  IL2 activator: -0.4
  GLP1R inv ag: -3%
  PLK1 PBD block: -15%
  PI5P4Ka inh: 2
  D3 antag: -3
  WRN helicase inh: 0%

CSc1ccc(Cl)c(C(=O)OCC(=O)N(C)CCC#N)c1
  D3 ag: -3
  GLP1R ag: 1%
  HEK293 tox: 9%
  IL2 activator: 0.2
  GLP1R inv ag: -3%
  PLK1 PBD block: -4%
  PI5P4Ka inh: -1
  D3 antag: 2
  WRN helicase inh: 7%

Limited to PI5P4Ka inh (2 entries from above):
Compound	PI5P4Ka inh
CCC(Oc1ccccc1)C(=O)Nc1ccccc1C(=O)N1CCOCC1 (stereo not given)	-7
Cc1c(C)c2ccc(OCC(=O)N[C@@H](Cc3c[nH]c4ccccc34)C(=O)O)cc2oc1=O	-18

(more compounds)
Below each SMILES: D3 ag	GLP1R ag	HEK293 tox	IL2 activator	GLP1R inv ag	PLK1 PBD block	PI5P4Ka inh	D3 antag	WRN helicase inh
> O=C(CCCN1C(=O)/C(=C/c2ccccc2)SC1=S)Nc1ccc(O)cc1
→ 9	-2%	?	0.6	?	1%	1	23	-4%
> Cc1ccc(C(C(=O)NC(C)(C)C)N(CC2CCCO2)C(=O)Cn2nnc(-c3ccc(C)o3)n2)cc1 (stereo not given)
→ 4	-13%	-21%	-2.6	?	-4%	/	-10	0%
> CCCCOc1ccc(C(=O)NCC(=O)NCC(c2ccco2)N2CCCCC2)cc1 (stereo not given)
→ -8	2%	-12%	-1.5	?	-6%	12	-6	-5%
> COc1ccc(N(C(C)C(=O)N/N=C/c2ccc(OC)c(OC)c2)S(C)(=O)=O)cc1 (stereo not given)
→ -2	31%	6%	1.1	55%[activator]	30µM*	-8	0	1%
> CN(CC(=O)Nc1ccccc1Br)C(=O)c1ccc(COc2ccccc2)cc1
→ -3	4%	-7%	0.7	?	3%	3	-6	-2%
> CCOc1ccc(C2/C(=C(\O)c3ccc4c(c3)OCCO4)C(=O)C(=O)N2CCN2CCOCC2)cc1OCC (stereo not given)
→ -16	0%	-8%	5.6	14%	-11%	0	-9	9%
> CC1(C)CC2CC(C)(CN2C(=O)C23CCC(C)(C(=O)O2)C3(C)C)C1 (stereo not given)
→ -4	-1%	6%	2.0	4%	-6%	/	-6	-7%
> Cc1ccc(C)c(OCCC(=O)NCCc2ccc(Cl)cc2)c1
→ 0	16%	-6%	-2.8	10µM*	-5%	1	0	-22%
> COc1ccc(/C=N/N2CCN(C)CC2)cc1O
→ -5	0%	-2%	-0.5	5%	-10%	3	-25	-8%
> Cc1cccc(C)c1OCc1cn(CC(=O)c2ccc(O)cc2)nn1
→ -13	-1%	1%	-0.6	9%	-20%	-5	-61*	-10%

Among those listed so far, two contain an aryl thioether with sulfur outside any ring:
Below each SMILES: D3 ag	GLP1R ag	HEK293 tox	IL2 activator	GLP1R inv ag	PLK1 PBD block	PI5P4Ka inh	D3 antag	WRN helicase inh
> N#Cc1ccccc1Sc1ccccc1C(=O)NCC(c1ccco1)N1CCCC1 (stereo not given)
→ -9	6%	0%	0.3	-22%	-10%	-10	-4	-6%
> CSc1ccc(Cl)c(C(=O)OCC(=O)N(C)CCC#N)c1
→ -3	1%	9%	0.2	-3%	-4%	-1	2	7%

(continued)
Below each SMILES: D3 ag	GLP1R ag	HEK293 tox	IL2 activator	GLP1R inv ag	PLK1 PBD block	PI5P4Ka inh	D3 antag	WRN helicase inh
> CCN(C(=O)Cn1cc(C(C)=O)c2ccccc21)c1ccccc1
→ 1	0%	-25%	-3.3	-20%	-4%	5	7	7%
> O=C(CNC(=O)c1ccc(Br)cc1)NCCc1nc2ccccc2[nH]1
→ -9	3%	9%	-0.6	-15%	-9%	/	-8	-1%
> COc1ccc(-c2csc3nc(C)nc(N4CCCCC4)c23)cc1OC
→ 3	10%	-7%	-0.6	-22%	0%	11	10	-16%
> CC1(C)Cc2ccccc2C(COc2ccccc2)=N1
→ 3	9%	4%	0.0	?	27µM*	-11	-9	1%
> COc1cc(C(=O)N2CCN(C/C=C/c3ccccc3)CC2)cc(OC)c1C
→ 50*	2%	15%	-2.0	?	-10%	/	-6	0%
> CC(=O)Nc1sc2c(c1C#N)CCC(C)C2 (stereo not given)
→ -3	6%	14%	-2.5	18%	-16%	1	-18	13%
> CC(NC(=O)c1cccc(S(=O)(=O)N2CCN(C)CC2)c1)c1ccc(Cl)cc1Cl (stereo not given)
→ 4	-5%	-1%	-2.3	?	5%	-3	21	0%
> OCCNc1nc2ccccc2[nH]1
→ 0	-12%	-22%	0.9	6%	-5%	-2	-24	7%
> Cc1cc(NC(=O)C(C)SCC(=O)Nc2cc(C(F)(F)F)ccc2N2CCOCC2)no1 (stereo not given)
→ 3	13%	-3%	-0.4	-29%	-2%	-1	-5	-6%
> N/C(=N\C(=S)Nc1ccccc1)c1ccccc1
→ -2	19%	1%	1.4	3%	0%	0	1	3%
> COc1ccc(OC)c(C(=O)Cn2cnc3ccccc3c2=O)c1
→ 5	5%	15%	2.6	-4%	-7%	0	9	-28%
> CCCC1=C(C(=O)OCC)C(c2ccncc2)n2ncnc2N1 (stereo not given)
→ 7	2%	-18%	-2.4	0%	3%	/	9	2%
